Screening results deposited in PubChem BioAssay by National Center for Advancing Translational Sciences (NCATS).
HCV inh – qHTS Assay for Inhibitors of Hepatitis C Virus (HCV); Huh7.5.1 HCVcc-Cre infection, luciferase reporter, 44 h; Potency, µM (titrated, usually from 41.8 µM), without a hit: at the highest dose activity change, negative = inhibition, actives largely listed as inhibitors; actives 3.4% (n = 340,000); AID 651820, 2012; further: potency means the concentration at half of the fitted maximal effect
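Antiviral activity was scored by luciferase reporter output from cells infected with HCVcc-Cre (~0.5 moi) in presence of compound, 44 h infection period, cells seeded 1,000/well 4 h prior.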
AmpC no deterg – qHTS Inhibitors of AmpC Beta-Lactamase (assay without detergent). P00811. AmpC nitrocefin hydrolysis, absorbance 480 nm, 0.0001% Triton. Potency, µM (titrated, usually from 57.1 µM), inactives show at the highest dose activity change, negative = inhibition, actives largely listed as inhibitors. actives 0.52% (n = 330,000). AID 485341, 2010;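 further: potency means the concentration at half of the fitted maximal effect; plate controls were no compound for no effect and no enzyme for full effect; nearly all actives have a fitted effect of over 20% in size; some results filed as inactive show a strong effect at the top dose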
Target sequence (P00811 whole entry, looked up): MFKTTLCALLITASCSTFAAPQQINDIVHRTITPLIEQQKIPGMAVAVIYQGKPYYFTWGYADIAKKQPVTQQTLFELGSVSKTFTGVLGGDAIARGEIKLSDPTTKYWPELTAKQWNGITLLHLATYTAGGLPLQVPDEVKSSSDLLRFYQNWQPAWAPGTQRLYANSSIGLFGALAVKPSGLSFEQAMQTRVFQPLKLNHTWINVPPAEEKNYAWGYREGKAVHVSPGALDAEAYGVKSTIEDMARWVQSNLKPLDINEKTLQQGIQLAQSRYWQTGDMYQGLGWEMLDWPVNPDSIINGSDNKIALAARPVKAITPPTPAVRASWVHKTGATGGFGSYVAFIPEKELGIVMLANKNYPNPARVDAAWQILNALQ
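20 mM phosphate pH 7.0 + 0.01% (detergent screen) or 0.0001% Triton X-100; 5.3 nM AmpC reagent; cpd preinc 15 min RT; nitrocefin (800 uM stock) to start; A480 q20 s × 4 min; Activity was normalised to no-enzyme and no-compound control wells.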
AmpC detergent – qHTS Inhibitors of AmpC Beta-Lactamase (assay with detergent); actives 0.041% (n = 370,000); AmpC hydrolysis of nitrocefin, absorbance 480 nm, 0.01% Triton; AID 485294, 2010; Potency, µM (titrated, usually from 114 µM), without a hit: at the top dose activity change, negative = inhibition, actives largely listed as inhibitors; P00811;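 further: potency means the concentration at half of the fitted maximal effect; 0% = no-compound wells and -100% = no-enzyme wells; nearly all actives have a fitted effect of over 25% in size; some results filed as inactive show a strong effect at the top dose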
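AmpC (5.3 nM in the dispensed reagent) in 20 mM phosphate pH 7.0 with 0.01% (detergent screen) or 0.0001% Triton X-100 was preincubated with compounds for 15 min at room temperature. Nitrocefin was then added from an 800 uM solution, and hydrolysis was followed at 480 nm.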
HCMV inh – qHTS Assay for inhibitors of the human cytomegalovirus (HCMV) | HFF cells, HCMV-luciferase reporter, 72 h; stronger effect = lower value | activity change, negative = inhibition, % at 57.5 µM | actives 4.5% (n = 410,000) | AID 1259415, 2018; in the data active means activity change below about -60%; inconclusive means no clear call, values can overlap the other calls; inactive means above about -39%
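Inhibition of viral replication was scored as loss of reporter luminescence in HFFs infected with HCMV-luciferase (MOI 1 PFU/cell) for 72 h; compounds tested at 2 doses, normalized to buffer and Salinomycin controls.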
FBPA Giardia inh – qHTS Assay for Inhibitors of Fructose-1,6-bisphosphate Aldolase from Giardia Lamblia; A8B2U2; purified Giardia FBPA; Potency, µM (series often up to 59.6 µM), without a hit: top-dose activity, negative = inhibition, most hits filed as inhibitors; actives 0.71% (n = 290,000); AID 2451, 2010; further: potency means the concentration at half of the fitted maximal effect; nearly all actives have a fitted effect of over 55% in size
Target sequence (A8B2U2 whole entry, looked up): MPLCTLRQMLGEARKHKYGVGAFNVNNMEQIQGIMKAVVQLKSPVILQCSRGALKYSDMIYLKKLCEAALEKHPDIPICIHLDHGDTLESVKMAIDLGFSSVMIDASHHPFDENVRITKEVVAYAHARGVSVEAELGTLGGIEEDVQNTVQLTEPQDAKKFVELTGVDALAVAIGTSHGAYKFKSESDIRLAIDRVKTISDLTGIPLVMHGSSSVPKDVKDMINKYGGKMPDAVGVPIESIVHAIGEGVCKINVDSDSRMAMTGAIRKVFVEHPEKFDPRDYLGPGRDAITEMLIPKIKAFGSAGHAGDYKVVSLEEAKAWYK
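Giardia FBPA (40 nM reagent) was preincubated 10 min at RT with compound (up to 57.5 uM final), then substrate plus GAPDH/TPI/NAD/arsenate coupling system with diaphorase/resazurin was added; resorufin fluorescence (525/598 nm) was read after 20 min.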
Sm TGR inh – qHTS Assay for the Inhibitors of Schistosoma Mansoni Peroxiredoxins | Potency, µM (series often up to 114 µM), for inactives: at the highest dose activity change, negative = inhibition, usual class: inhibitors | purified TGR, DTNB reduction, TNB absorbance 405 nm | AID 485364, 2010 | actives 3% (n = 360,000); further: potency means the concentration at half of the fitted maximal effect; nearly all actives have a fitted effect of over 60% in size
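Kinetic colorimetric format: TGR-catalysed, NADPH-driven DTNB reduction monitored via TNB absorbance. Enzyme dispensed at 20 nM; compound exposure 15 min at room temperature before reaction start.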
An asterisk follows results filed as active; ? = inconclusive; nt = not tested or not shown; & = joins results of further samples; [ ] = another dose, or the depositor's remark. Unless noted, the call rests on the fitted dose curve; in most records, active means well fitted curve in the direction sought with a large enough effect; inconclusive means small, poorly fitted or top-dose-only effect, or another doubt; inactive means no such curve, though single readings can be large; an effect the other way counts as inactive or inconclusive. Unless noted, on the % scale 0 is the no-effect control and ±100 the full control effect.

compound,AmpC detergent,HCV inh,FBPA Giardia inh,AmpC no deterg,HCMV inh,Sm TGR inh
Cc1ccc(N2C(=O)c3cccc(Oc4ccc(Cl)cc4)c3C2=O)c(C)c1,-13.5%,-5.3%,0.4%,-26.7%,4.2,8.7%
Cc1cc(C(=O)CSc2nnc3c(Cl)cc(Cl)cn23)c(C)n1C,-10.4%,9.8%,-7.9%,-2.2%,-6.3,-31.3%
COc1ccccc1NS(=O)(=O)c1ccc(C(=O)N2CCN(c3ccccc3)CC2)cc1,3.5%,-28.0%,nt,110.0%[activator],-35.9,-3.9%
COc1ccc(NC(=O)CN(C)S(=O)(=O)c2ccc3nc(C)sc3c2)cc1,-0.7%,nt,nt,nt,-22.9,9.2%
Cn1c(=O)c(=O)n(C)c2cc(S(=O)(=O)N3CCCC3C(=O)NCc3cccnc3)ccc21 (stereo not drawn),-0.8%,1.7%,0.3%,71.0%[activator],-30.4,-0.1%
CCC(C)c1ccccc1NC(=O)c1[nH]c(C)c(C(C)=O)c1C (stereo not drawn),-6.2%,-22.6%,10.4%,-33.1%,-14.4,-18.3%
CNC(=O)N(C)c1nnc(C(C)(C)C)s1,0.3%,41.8%[activator],-14.2%&4.1%,-15.5%,65.1,-7.3%
O=C(O)c1c(-c2ccccc2)nnc2ccccc12,3.1%,13.3%,-0.7%,-18.0%,1.6,5.2%
CCCC(=O)NC1CC(=O)N(c2ccc3c(c2)OCCO3)C1 (stereo not drawn),0.9%,nt,nt,nt,-3.7,7.6%
O=C(CCC(=O)NC1CCCCC1)N/N=C/c1ccncc1,-14.3%,5.7%,5.3%,-19.9%,-33.9,0.3%
O=Cc1ccc(-c2cc(Cl)ccc2Cl)[nH]1,-1.6%,3.0%,-1.0%,4.5%[2.29 µM],-22.9,-5.8%
COC(=O)c1cc(=O)nc2sc(-c3ccc(F)cc3)nn12,0.1%,12.2%,0.3%,-15.5%,nt,-7.1%
COc1ccc(NS(=O)(=O)c2cc3c(cc2C)N(C)CCO3)c(OC)c1,-4.2%,-4.3%,8.9%,25.0%,4.3,-0.7%
CN(Cc1ccc(Cl)s1)C(=O)CNC(=O)CNC(=O)c1ccc(Cl)cc1Cl,8.0%,7.3%,nt,28.2%,?,-1.6%
CCOC(=O)C1(Cc2cccc(OC)c2)CCN(Cc2cccnc2)CC1,2.8%,-6.4%,1.7%,-14.4%,2.2,9.8%
CCCCOc1ccc(C(=O)Oc2cc(C)[nH]c(=O)c2[N+](=O)[O-])cc1,-6.3%,-18.6%,nt,-16.3%,0.0,3.4%
Cc1ccccc1CC(=O)N1CCCC1,-1.6%,2.7%,-5.8%,2.2%,-7.3,10.3%
CCOC(=O)C1(CCOc2ccccc2)CCN(Cc2cc(OC)c3c(c2)OCO3)CC1,-0.7%,11.2µM*,-1.9%,90.3%[activator],?,1.3%
Cc1ccc(S(=O)(=O)N(CCCO)CC(O)CON=C2c3ccccc3-c3ccccc32)cc1 (stereo not drawn),-14.0%,10µM*,-2.3%,151.6%[activator],31.0,3.0%
COCCNC(=O)c1cnn(-c2ccc(C)cc2C)c1C1CCN(C(=O)OC(C)(C)C)CC1,19.8%,nt,nt,nt,11.5,0.9%

Brought forward from above: two compounds, followed by the next part.
compound,AmpC detergent,HCV inh,FBPA Giardia inh,AmpC no deterg,HCMV inh,Sm TGR inh
Cc1ccc(S(=O)(=O)N(CCCO)CC(O)CON=C2c3ccccc3-c3ccccc32)cc1 (stereo not drawn),-14.0%,10µM*,-2.3%,151.6%[activator],31.0,3.0%
COCCNC(=O)c1cnn(-c2ccc(C)cc2C)c1C1CCN(C(=O)OC(C)(C)C)CC1,19.8%,nt,nt,nt,11.5,0.9%
Cc1ccc(C)c(N2CCN(C(=O)c3ccc(-c4nc(COc5ccccc5)c(C)o4)cc3)CC2)c1,2.5%,nt,nt,nt,4.5,-8.9%
CCCOc1ccccc1C(=O)N1CCCCC1CCN1CCCCC1 (stereo not drawn),18.0%,nt,nt,nt,-69.6*,-0.7%
CCOC(=O)CNC(=O)CSc1nc(C)cc(C)c1C#N,-13.2%,2.3%,-1.2%,-18.1%,54.0,0.4%
Brc1cnc(N2CCOCC2)nc1N1CCCCC1,1.6%,-5.5%,-8.2%,-5.8%,-15.9,6.7%
Cc1ccc(N(Cc2cccs2)C(=O)COc2cccc(C)c2)cc1,18.1%,nt,nt,nt,-12.3,0.3%
CCN(CC)C(=O)c1sc2c(c1C)c(=O)n(Cc1ccccc1)c(=O)n2Cc1cc(C)ccc1C,9.8%,nt,nt,nt,-33.8,12.6%
COc1ccc(S(=O)(=O)NCC(=O)NC2CC2)cc1OC,-1.9%,18.2%,nt,172.7%,7.7,-13.7%
Cc1nc2ccn(Cc3ccco3)c(=O)c2cc1C(=O)N1CCN(c2ccccc2F)CC1,-0.3%,nt,nt,nt,-21.7,-1.4%
Cn1nnc(NC(=S)NC(=O)c2ccc(-c3ccc(Br)cc3)o2)n1,-12.4%,-14.0%,?,-23.1%,0.0,-19.7%
Nc1cn(C2OC(CO)C(O)C2O)c(=O)[nH]c1=O (stereo not drawn),-11.6%,9.4%,-9.5%,-16.1%,-21.8,?
Nc1nc(Cn2nnc(-c3ccccc3Cl)n2)nc(N2CCOCC2)n1,-13.9%,?,0.3%,-8.9%,57.8,-1.9%
COc1ccccc1CNC(=O)COC(=O)C1CCN(S(=O)(=O)c2ccccc2)CC1,-19.7%,-15.2%,nt,2.8%,-8.3,1.1%
CC(=O)Nc1ccc(NC(=O)CSc2nnc(-c3cccs3)n2C)cc1,-4.6%,-14.6%,nt,-7.6%,10.7,-5.9%
CCCCOC(=O)COc1cc(C)cc2oc(=O)c3c(c12)CCC3,-10.9%,-11.2%,4.0%,-14.7%,64.3,-22.1%
CC(NC(=S)Nc1ccc(Cl)cc1)C(c1ccccc1)N1CCOCC1 (stereo not drawn),-12.3%,12.5%,-7.1%,-1.8%,-37.9,0.6%
COc1cc(C(C2=C(O)CC(C)(C)CC2=O)C2C(=O)CC(C)(C)CC2=O)cc(OC)c1OC (stereo not drawn),-7.3%,0.5%,-0.6%,-15.7%,20.4,15.8µM*
O=C(COC(=O)c1cnccn1)Nc1ccc2c(c1)OCO2,-6.7%,-4.7%,-9.9%,-8.2%,-4.8,0.7%
CCCCC(Sc1nc2cc3c(cc2c(=O)n1CCCC(=O)NCc1ccc2c(c1)OCO2)OCO3)C(=O)OCC (stereo not drawn),8.3%,nt,nt,nt,-39.1,1.5%
Cc1ccc(S(=O)(=O)c2ccccc2)cc1S,5.0%,nt,-4.3%,-35.3%,nt,3.5%
O=C(c1ccc(Cn2cnnn2)cc1)N1CCCC(Nc2ccc(F)cc2)C1 (stereo not drawn),?,18.4%,-7.0%,-14.3%,-7.9,-8.2%

Next records:
compound,AmpC detergent,HCV inh,FBPA Giardia inh,AmpC no deterg,HCMV inh,Sm TGR inh
CCOc1ccc(CCNS(=O)(=O)c2cc(Br)cc3c2N(C(C)=O)CC3)cc1OCC,3.8%,nt,nt,nt,1.1,-13.6%
COc1ccc(-c2cc(C(=O)NCC3CCCO3)c3ccccc3n2)cc1 (stereo not drawn),-8.4%,-1.2%,-3.6%,35.0%,-2.2,1.2%
Nc1nncn1C(=O)c1ccccc1Cl,2.1%,-0.1%,-3.4%,-6.5%,66.6,5.4%
COC(=O)c1c(NC(=O)c2ccccc2OC)sc(C(=O)N2CCOCC2)c1C,-14.3%,?,-2.2%,-26.1%,82.6,3.1%
CCOc1ccc(C(=O)NCc2ccco2)cc1Cl,-1.5%,6.1%,-4.8%,-2.4%,-17.6,-8.6%
COc1cccc(CC2(CO)CCCN(Cc3[nH]c4ccc(C)cc4c3C)C2)c1 (stereo not drawn),10.2%,?,-2.8%,25.2%,-12.1,1.0%
COc1cccc(C(=O)O/N=C(\N)Cc2ccc(Cl)cc2)c1,?,10.6%,5.0%,-35.1%,57.8,-1.9%
CCn1ncc(C2=NOC(C(=O)NCC(C)C)C2)c1C (stereo not drawn),5.0%,9.9%,4.3%,-7.2%,18.2,-1.0%
COCCN(CCOC)S(=O)(=O)c1ccc(C(=O)Nc2sc3c(c2C(=O)OC)CCN(C)C3)cc1,2.8%,nt,nt,nt,-19.4,4.8%
O=C(Nc1ccc([N+](=O)[O-])cn1)C1CCCCC1,-5.9%,4.3%,9.9%,-14.9%,8.7,-6.0%
COc1cccc(NC(=O)C(c2ccccc2)N2CCN(c3ccccn3)CC2)c1 (stereo not drawn),-8.9%,-28.4%,-5.3%,-9.6%,-9.4,-2.1%
COc1ccc(CNC(=O)CSc2nc3nc(C)cc(C)n3n2)cc1,-8.2%,-10.5%,2.4%,-9.3%,-18.9,-33.6%
Cc1ccccc1C(=O)N1CCN(c2ccc([N+](=O)[O-])c(NCc3ccco3)c2)CC1,-6.2%,12.6µM*,-22.7%,6.2%,-27.5,-21.3%
O=C(/C=C/c1ccc(Cl)cc1)N1CCN(c2ccc([N+](=O)[O-])c(N3CCOCC3)c2)CC1,-14.2%,7.94µM*,-16.9%,99.0%[activator],-38.4,-5.1%
CC(C)C(C)(C#N)NC(=O)CSc1nncn1-c1ccccc1 (stereo not drawn),-2.6%,1.3%,5.8%,-1.4%,-23.0,?
C=CCn1c(SCC(=O)Nc2c(C)n(C)n(-c3ccccc3)c2=O)nc2ccccc2c1=O,-8.2%,-1.8%,nt,-5.3%,-10.8,-19.6%
COc1ccc(CNS(=O)(=O)NCc2ccc(C)cc2)cc1,2.1%,9.7%,7.6%,1.9%,-27.7,43.5%[activator]
O=C(Cc1ccc(S(=O)(=O)N2CCOCC2)s1)N1CCN(c2ccc(C(F)(F)F)cc2[N+](=O)[O-])CC1,-7.6%,?,nt,114.3%[activator],?,-1.8%
Cc1ccc(CNCc2ccccc2Cl)cc1,-1.2%,10.6%,-8.3%,-12.8%,52.8,-18.0%
C=C(C)CNC(=S)Nc1cccc(S(=O)(=O)NC2=NCCC2)c1,-2.0%,0.4%,-2.6%,138.5%[activator],-33.6,56.2µM*

More compounds:
compound,AmpC detergent,HCV inh,FBPA Giardia inh,AmpC no deterg,HCMV inh,Sm TGR inh
COc1cc(C(=O)OCC(=O)NC2CC2)cc(OC)c1OC,0.4%,5.7%,nt,-16.3%,-4.0,4.8%
COc1cc(CN2CCCCCC2)cc(OC)c1O,-2.4%,3.9%,?,-27.1%,2.9,?
Cc1ccc(Cl)cc1NC(=O)COC(=O)CC(C)(C)CC1=NS(=O)(=O)c2ccccc2N1,6.5%,nt,nt,nt,17.2,3.5%
CN(C)CCNC(=O)NC(=O)c1ccc(Cl)cc1,?,31.2%[activator],0.3%,-10.9%,66.6,1.6%
Cc1ccccc1C(=O)NC(NC(=S)Nc1ccc(S(N)(=O)=O)cc1)C(Cl)(Cl)Cl (stereo not drawn),-13.7%,12.8%,-11.3%,20µM*,5.1,-11.7%
